# 12-LOX inh: blocks human arachidonate 12S-lipoxygenase; purified 12hLO, xylenol orange hydroperoxide absorbance; 580,000 compounds, 1.1% hits; Potency, µM (top dose mostly 108 µM), for the others: at the highest dose activity change, negative = inhibition, hits mostly inhibitors; active = well fitted inhibition curve with a large enough effect; inconclusive = small, poorly fitted or top-dose-only effect, or another doubt; inactive = no such curve, though single readings can be large or run the other way
# Target sequence (P18054 whole entry, looked up): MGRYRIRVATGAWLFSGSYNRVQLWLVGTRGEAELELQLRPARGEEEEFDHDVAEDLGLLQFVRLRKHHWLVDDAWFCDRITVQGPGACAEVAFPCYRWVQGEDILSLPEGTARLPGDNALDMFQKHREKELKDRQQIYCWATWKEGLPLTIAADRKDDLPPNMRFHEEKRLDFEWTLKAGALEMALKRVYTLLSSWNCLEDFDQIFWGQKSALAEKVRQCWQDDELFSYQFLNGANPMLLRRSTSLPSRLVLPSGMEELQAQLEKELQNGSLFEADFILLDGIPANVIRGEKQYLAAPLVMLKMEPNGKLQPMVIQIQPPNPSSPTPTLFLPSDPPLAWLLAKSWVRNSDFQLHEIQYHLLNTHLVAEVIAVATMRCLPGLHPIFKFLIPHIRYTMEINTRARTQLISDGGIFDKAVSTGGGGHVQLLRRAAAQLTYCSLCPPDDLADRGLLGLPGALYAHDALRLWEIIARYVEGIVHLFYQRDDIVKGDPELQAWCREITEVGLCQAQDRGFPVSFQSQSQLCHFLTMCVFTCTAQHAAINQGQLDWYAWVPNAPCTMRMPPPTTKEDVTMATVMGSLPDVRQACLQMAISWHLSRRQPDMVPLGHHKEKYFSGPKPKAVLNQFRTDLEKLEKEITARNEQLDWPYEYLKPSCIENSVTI
#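 Hydroperoxide product was detected by ferrous iron/xylenol orange as the 573 to 405 nm absorbance ratio. Arachidonic acid at 40 uM (final) was turned over for 30 min at room temperature by 150 nM human 12hLO, pH 7.0 Hepes buffer, after 15 min compound preincubation.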
# * = called active by the depositor; ? = inconclusive; [ ] = remark or other dose. % is set by controls: 0 for no effect and ±100 for the full control effect; potency is the fitted concentration of half-maximal effect. The list is partial; rates above refer to the full screens.
item | SMILES | 12-LOX inh
1 | CN(Cc1cccs1)C(=O)c1cc(-c2ccncc2)nc2ccccc12 | 31%
2 | Fc1ccc(Nc2ncnc3ccc(-c4ccoc4)cc23)cc1 | ?
3 | CC(NC(=O)c1ccco1)c1nnc2n1CCN(Cc1cccc(Cl)c1)CC2 (stereo not drawn) | 12%
4 | CNS(=O)(=O)c1ccc(NC(=O)CCc2c(C)nc3c4ccccc4nn3c2C)cc1 | ?
5 | Cn1c(=O)c2c(nc(Oc3ccccc3F)n2Cc2ccccc2F)n(C)c1=O | ?
6 | COc1ccc(CN2CCC3(Cc4ccccc4CNC3=O)C2)cc1F (stereo not drawn) | 3%[6.33 µM]
7 | Cc1ccc(-n2c(C3CCN(C(=O)c4n[nH]c5ccccc45)CC3)n[nH]c2=O)cc1 | ?
8 | COC(=O)[C@]12C[C@H](CC(=O)NCCC(C)C)C(=O)N(Cc3ccccc3)C1=C[C@H](C1CCCC1)O[C@@H]2C | -19%
9 | Cc1cncc(-c2ccc(S(N)(=O)=O)cc2F)c1 | 7%
10 | CCN(CC)C(=O)[C@@H]1C[C@H](n2cc(-c3cccc(OC)c3)nn2)CN1 | 18%
11 | CC1(C)CC(NC2CC(C)(C)NC(C)(C)C2)CC(C)(C)N1 | 21%
12 | O=C(N[C@H]1CO[C@H]2[C@@H]1OC[C@H]2OCc1ccccc1)c1ccccc1 | -2%[176 µM]
13 | COCCN1CCC2(C1)CN(C)c1ccc(C(=O)Nc3ccc(F)cc3)cc12 (stereo not drawn) | ?
14 | O=c1ccn([C@@H]2O[C@H](CO)[C@H](O)[C@H]2O)c(=O)[nH]1 | -25%[57.4 µM]
15 | CCc1nc2n(n1)C1(CCCCC1)[C@@H]1CCCC[C@@H]1N2C(=O)C1CC1 | -1%
16 | Cc1cc(OCC(=O)OC(C)(C)C)c2c(-c3ccccc3)cc(=O)oc2c1 | -1%
17 | O=C(COC(=O)CCNS(=O)(=O)c1ccccc1)Nc1ccc(F)c(Cl)c1 | -19%
18 | CCC1Oc2ccc(NC(=O)C3CCCC3)cc2CN(Cc2ccc(F)cc2Cl)C1=O (stereo not drawn) | 6%
19 | CCOCc1nc(C2CCCN(C(=O)c3ccc(C)c(F)c3)C2)no1 (stereo not drawn) | 25%
20 | Cc1nc(C)c(C(=O)N2CCC(CC(=O)N(C)Cc3ccccc3)C2)s1 (stereo not drawn) | 58%[activator]
21 | O=C(Nc1cc(Cl)ccc1-n1cncn1)C1CC(=O)N(c2ccc3c(c2)OCCO3)C1 (stereo not drawn) | -3%
22 | Cc1cc2nc(CO[C@H]3CN(Cc4ccccc4F)C[C@H]3F)[nH]c2cc1C | 38%[activator][176 µM]
23 | Cc1cc(C)c(S(=O)(=O)N2CCC(C(=O)NCc3csc(-c4ccccc4)n3)CC2)c(C)c1 | ?
24 | CN(C)CC1(O)CCN(C(=O)Cn2cc(C(=O)C3CC3)c3ccccc32)C1 (stereo not drawn) | 30%
25 | COC[C@@H]1CN(C(=O)c2ncccc2C)C[C@H]1c1nc(C2CC2)no1 | 44%[activator]
26 | CCS(=O)(=O)Nc1ccc(C(=O)NCc2cc3n(n2)CCNC3)cc1 | 0%
27 | CCc1nc2c(c(-c3ccc(Cl)cc3)n1)CN([S+](=O)([O-])c1c(C)noc1C)CC2 | 13%
28 | CN(C)S(=O)(=O)c1cccc(CSc2nnc(-c3ccc(Cl)cc3)n2N)c1 | -8%
29 | CC(C)c1noc(C(C)Sc2nc(C3CC3)nc3ccccc23)n1 (stereo not drawn) | 7%
30 | CC(C)C(Br)C(=O)Nc1ccc(F)cc1 (stereo not drawn) | -24%
31 | O=C(Cc1ccccc1)NCC(=O)N1CCCCCCNC(=O)CC1c1ccccc1 (stereo not drawn) | 65%[activator]
32 | C/C(=N\NC(=O)c1cccc2ccccc12)c1ccc(C)s1 | -39%
33 | CCCCNC(=O)C1CCc2sc(C(=O)N3CCCCC3)cc2C1 (stereo not drawn) | 47%[activator]
34 | Oc1ccc(Nc2ccnc(N3CC4CCC(C3)N4CC(F)(F)F)n2)cc1 | 4%[6.33 µM]
35 | CCCCC(=O)N/N=C/c1ccc(C)cc1 | -1%
36 | O=C(Nc1c(NC2CCCC2)c2ccccc2oc1=O)C1CC1 | 13%

# From compound 30 up to 36, as listed above:
item | SMILES | 12-LOX inh
30 | CC(C)C(Br)C(=O)Nc1ccc(F)cc1 (stereo not drawn) | -24%
31 | O=C(Cc1ccccc1)NCC(=O)N1CCCCCCNC(=O)CC1c1ccccc1 (stereo not drawn) | 65%[activator]
32 | C/C(=N\NC(=O)c1cccc2ccccc12)c1ccc(C)s1 | -39%
33 | CCCCNC(=O)C1CCc2sc(C(=O)N3CCCCC3)cc2C1 (stereo not drawn) | 47%[activator]
34 | Oc1ccc(Nc2ccnc(N3CC4CCC(C3)N4CC(F)(F)F)n2)cc1 | 4%[6.33 µM]
35 | CCCCC(=O)N/N=C/c1ccc(C)cc1 | -1%
36 | O=C(Nc1c(NC2CCCC2)c2ccccc2oc1=O)C1CC1 | 13%

# The list continues.
item | SMILES | 12-LOX inh
37 | CC(Sc1nc2ccccc2[nH]1)C(=O)NC(=O)NC(C)(C)C (stereo not drawn) | ?
38 | Cc1noc(C)c1COc1ccc(CC(=O)Nc2ncc(Cc3ccccc3)s2)cc1 | 24%
39 | CCOC(=O)c1sc(-c2ccc(Cl)cc2)cc1NC(=O)CN1CCCC1 | 7%
40 | CC(Nc1ccc(-c2ccccc2)cc1)C(=O)Nc1ccc(Cl)cn1 (stereo not drawn) | -22%
41 | COc1ccc(NC(=O)O[C@@H]2CC[C@]3(C)C(CC[C@H]4OC(=O)C[C@H]43)[C@]2(C)CO)cc1 (stereo partly drawn) | 6%[176 µM]
42 | CC(=O)Nc1ccc(C(=O)N(CCc2ccccc2)Cc2cccs2)s1 | -14%
43 | O=S(=O)(c1cnc[nH]1)N1CCC(c2nc(CCOCC3CC3)no2)C1 (stereo not drawn) | 13%
44 | O=C(c1ccccn1)N1C[C@@H]2C[C@H](C1)c1ccc(NS(=O)(=O)Cc3ccccc3)c(=O)n1C2 | ?
45 | Cc1ccc2c(C(=O)N3CCCC(C#N)C3)cc(-c3cnn(C(C)C)c3)nc2c1 (stereo not drawn) | ?
46 | Cc1noc(C)c1S(=O)(=O)Nc1ccccc1SCc1cc(=O)n2ccccc2n1 | ?
47 | O=C1[C@@H]2C[C@@H](CN2C2CCOCC2)Oc2ccccc2N1Cc1ccc(OC(F)(F)F)cc1 | 12%
48 | COc1ncccc1-c1cc(C(=O)NCc2c(C)cc(C)[nH]c2=O)c2c(c1)N(C)CCO2 | ?
49 | COCC(=O)N(C)C1CCc2ccccc21 (stereo not drawn) | 105%[activator][176 µM]
50 | O=C(CC(c1ccc(Cl)cc1)S(=O)(=O)c1ccccc1)c1ccc(F)cc1 (stereo not drawn) | 2%
51 | CCc1ccccc1NC(=O)CCn1ccn2nc3c(c2c1=O)CCCC3 | 37%[activator]
52 | COc1cccc(CN2C(=O)NC(C)(C3CCN(Cc4cnn(C)c4C)CC3)C2=O)c1OC (stereo not drawn) | 13%
53 | CC(=O)Nc1cc(-c2ccc(=O)n(C(C)C(=O)Nc3ccc(C)c(C)c3)n2)ccc1C (stereo not drawn) | -21%
54 | Cc1nc(-c2c3n(c(=O)n(CC(=O)Nc4ccc(C(C)C)cc4)c2=O)CCCCC3)no1 | -23%
55 | COc1cc(/C=C(/C#N)C(=O)O)cc(Cl)c1OC(C)C | ?
56 | Cc1cc2ncc(C(=O)NCc3cccs3)cn2n1 | 0%[176 µM]
57 | CCn1c(CC(=O)Nc2cccc(OC)c2)nnc1SCC(=O)Nc1cccc(F)c1 | 36%[activator]
58 | COC(=O)COc1cc(C)cc2oc(=O)cc(-c3ccccc3)c12 | -1%
59 | CSc1ccc(CN(C)CC(=O)NC(=O)NCc2ccccc2)cc1 | 6%
60 | c1ccc(Oc2ncnc3scc(-c4ccccc4)c23)cc1 | 6%

# Random excerpt: 4 records from the list, in no set order.
item | SMILES | 12-LOX inh
53 | CC(=O)Nc1cc(-c2ccc(=O)n(C(C)C(=O)Nc3ccc(C)c(C)c3)n2)ccc1C (stereo not drawn) | -21%
50 | O=C(CC(c1ccc(Cl)cc1)S(=O)(=O)c1ccccc1)c1ccc(F)cc1 (stereo not drawn) | 2%
55 | COc1cc(/C=C(/C#N)C(=O)O)cc(Cl)c1OC(C)C | ?
60 | c1ccc(Oc2ncnc3scc(-c4ccccc4)c23)cc1 | 6%

# (further entries)
item | SMILES | 12-LOX inh
61 | O=C(CCc1nnn2c1CN(C(=O)c1ccccc1F)CC2)N1CCOCC1 | 39%[activator]
62 | Cc1ccc(S(=O)(=O)Cc2ccccc2F)cc1 | 4%
63 | Cn1cc(CN2C[C@@H](F)[C@@H](OCc3nc4ccccc4n3C)C2)c2ccccc21 | 31%[activator][176 µM]
64 | CCOC(=O)N1CCN(C(=O)C[C@H]2C[C@@]3(C(=O)OC)C(=C[C@H](C(C)(C)C)O[C@@H]3C)N(Cc3ccccc3)C2=O)CC1 | -7%
65 | Clc1ccc2c(N/N=C/c3ccccc3)ccnc2c1 | 65%[activator]
66 | O=C(CCc1c[nH]c2ccccc12)N1CCC[C@H](n2c(=O)n(CC3CC3)c3cccnc32)C1 | -19%
67 | Cc1noc(C)c1S(=O)(=O)N1CCC2(C1)C(=O)Nc1ccccc12 (stereo not drawn) | 0%[6.33 µM]
68 | O=C(NCc1nnc2n1CCN(Cc1ccc(C(F)(F)F)cc1)CC2)c1ccccn1 | 21%
69 | CCC(C(=O)Nc1c(C)cccc1C)n1c(-c2cnc(C)cn2)nc2ccccc21 (stereo not drawn) | 13%
70 | CC1CCN(Cc2ccc(C(=O)O)cc2)CC1 | ?
71 | CC(Sc1cccc2cccnc12)C(=O)NC(=O)NC1CC1 (stereo not drawn) | 19%
72 | CC1CCC/C(=N/NC(=O)c2ccc(Br)o2)C1 (stereo not drawn) | 26%
73 | CC(C)C(Nc1ccc([N+](=O)[O-])cn1)c1ccc(Cl)cc1 (stereo not drawn) | ?
74 | CC(C)(C)C(=O)N1CCc2nc(-c3ccc(Cl)cc3)nc(-c3ccccc3)c2C1 | 7%
75 | CCCn1cc(SCC(=O)Nc2ccc(C)cc2)c2ccccc21 | ?
76 | COc1ccc([C@@H]2CN(Cc3ccc(C#N)cc3)C[C@H]2N(C)C)cc1 | ?
77 | Cc1nc2ccc(Cl)cc2cc1C(=O)Nc1ccc(C(N)=O)cc1 | 20%
78 | Cc1oc(-c2cccs2)nc1C(=O)N1CCCCC1 | 7%
79 | O=C(Nc1ccccc1)c1cnc(N2CCN(Cc3cccc(C(F)(F)F)c3)C2=O)o1 | -2%
80 | CCc1ccccc1NC(=O)c1ccccc1SCc1cccs1 | ?
81 | Cc1cnc(C(=O)Oc2ccc(Cl)cc2Cl)cn1 | ?
82 | CCOC(=O)c1cc2n(n1)CC(C)(C(=O)NCCC(C)C)N(CCc1cccs1)C2=O (stereo not drawn) | -25%
83 | O=C(O)C(F)(F)C12OC3C4C5CC(C6C5C3C61)C42 (stereo not drawn) | ?
84 | COC[C@@H]1CN(Cc2ccccn2)C[C@H]1C(=O)N(C)C | 58%[activator]
85 | CSc1cccc(NC(=S)NN/C(=N/S(=O)(=O)c2ccccc2)N2CCCC2)c1 | 45µM*
86 | CCn1cc(CN2CCC(Oc3ccc4ccccc4c3)(C(=O)O)CC2)cn1 | -21%
87 | CCc1ccc(-c2csc(/C(C#N)=C/Nc3ccccc3CC)n2)cc1 | -40%
88 | CC(CCN1CCC(C(O)(c2ccccc2)c2ccccc2)CC1)Oc1cccc(F)c1 (stereo not drawn) | ?
89 | O=C(c1ccncc1)N1CCCC(Cc2nc(C3CCOCC3)no2)C1 (stereo not drawn) | 15%
90 | COc1ccc(C(C(=O)NCc2ccccc2)n2c(-c3ccncc3)nc3ccccc32)cc1 (stereo not drawn) | -11%
91 | CCc1cccc(NC(=O)N2CCC(c3noc(COc4ccc(F)cc4)n3)CC2)c1 | 4%
92 | CCc1ccccc1NC(=O)N1CCC(Oc2ncccc2C(=O)N2CCOCC2)C1 (stereo not drawn) | ?
93 | COCCOC1CCOC2(CCN(C(=O)c3ccncc3)CC2)C1 (stereo not drawn) | -7%
94 | CC1CC(O)C(C)(C)N(C)C1 (stereo not drawn) | ?
95 | Cc1cc(OCCN2CCOCC2)c(C)c2c1CC[C@@H]([C@H](C)C(=O)N1CCOCC1)C2 | 57%[activator][176 µM]
96 | COc1ccc(C(=O)N[C@@H]2CN(C(=O)Nc3ccc(OC(F)(F)F)cc3)CCC[C@H]2O)cc1 | ?
97 | COc1ccc(C(=O)N2CCCCCNC(=O)[C@@H]3CCC[C@@H]32)c(OC)c1 | 41%[activator]
98 | CN(c1cccnc1)c1ccc(NC(=O)CCc2c[nH]c3ccccc23)cc1Br | 1%
99 | CC(=O)NC[C@H]1CCN(C(=O)c2ccc(C(F)(F)F)cc2)C[C@H]1N(C)C | 6%
100 | CN1CC(c2ccccc2)CC2(CCN(C(=O)CCS(C)(=O)=O)CC2)C1 (stereo not drawn) | 62%[activator]
101 | COc1ccc(OC)c(NC(=O)Cn2ccc3cc(Cl)ccc32)c1 | -2%
102 | Cc1ccc(-c2cnc(SCC(=O)Nc3ccccc3F)o2)cc1C | -11%
103 | N#Cc1ccc(S(=O)(=O)N2CCCc3nc(-c4ccc(F)cc4)ccc32)cc1 | -14%
104 | Cc1ccccc1CN1CCC2(C1)C(=O)N(C)C(=O)N2C (stereo not drawn) | -5%
105 | COc1ccc(CN2C(=O)COC[C@H]2C(=O)Nc2ccc(OC)c(OC)c2)cc1OC | 4%
106 | COc1cccc(CNC(=O)C(c2ccccc2)c2ccccc2)c1 | 1%
107 | CC(C)(C)c1csc(NC(=O)Cn2nc3c(cc2=O)CCCC3)n1 | 58%[activator]
108 | COc1ccc(CN2CCC3(CC2)NC(=O)c2ccccc2O3)cc1 | -3%[176 µM]
109 | Cc1cc(C)nc(NC(c2ccc(C(C)C)cc2)c2cc(C)sc2NC(=O)c2ccco2)n1 (stereo not drawn) | ?
110 | O=S(=O)(c1ccc(F)c(F)c1)N1CCC(C2CCNC2)CC1 (stereo not drawn) | 67%[activator]
111 | Nc1nccnc1C(=O)NCc1ccc(Cl)s1 | 5%
